PDI inh: inhibitors of human PDI, primary screen, biochemical, turbidity, single point, plate reader. Protein disulfide-isomerase (Homo sapiens), P07237. PDI insulin aggregation turbidity, A650, 90 min. inhibition, % at 10 µM. 0.052% of 350,000 active. AID 588391, 2011;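 active = mean inhibition across replicates of 30% or more, whatever share of single replicates reach that level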;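 also: absorbance from insulin aggregation driven by PDI reduction with DTT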
Target sequence (P07237 whole entry, looked up): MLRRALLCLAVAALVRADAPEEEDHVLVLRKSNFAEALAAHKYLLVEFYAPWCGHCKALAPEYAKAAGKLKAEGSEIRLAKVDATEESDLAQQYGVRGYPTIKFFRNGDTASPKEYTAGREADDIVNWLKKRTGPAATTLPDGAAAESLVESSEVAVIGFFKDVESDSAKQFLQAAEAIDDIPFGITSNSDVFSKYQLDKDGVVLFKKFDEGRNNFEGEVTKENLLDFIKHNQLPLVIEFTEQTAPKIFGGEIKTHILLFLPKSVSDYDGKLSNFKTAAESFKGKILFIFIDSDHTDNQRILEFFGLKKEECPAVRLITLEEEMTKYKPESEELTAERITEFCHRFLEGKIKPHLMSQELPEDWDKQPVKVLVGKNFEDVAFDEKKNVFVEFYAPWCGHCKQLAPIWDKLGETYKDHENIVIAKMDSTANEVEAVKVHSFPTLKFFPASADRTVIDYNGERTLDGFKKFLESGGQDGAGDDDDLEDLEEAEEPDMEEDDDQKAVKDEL
MC4R antag cAMP: MC4R antagonists of cAMP signaling, primary screen, cell-based, TR-FRET, antagonist arm of biased-ligand search; MC4R-expressing cells, MTII-stimulated cAMP, LANCE TR-FRET; inhibition, % at 6.5 µM; 0.48% of 360,000 active;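 active = inhibition above its plate's cutoff, the mean of tested wells on that plate plus 3 SD, cut at about 29% in these data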;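 also: 0% = Melanotan II alone and 100% = Melanotan II plus saturating MCL0020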
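Test system: U2OS cells stably expressing human melanocortin 4 receptor (MC4R); also added: Melanotan II challenge; compound: 6.5 µM single dose; timing: 30-min compound preincubation, 1-h Melanotan II challenge, 1-h detection, room temperature; signal: Eu-cAMP/anti-cAMP TR-FRET, emission 671 nm; repeats: one well per compound, no replicates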
N-glyco inh: increase of ERlucT glycosylation luciferase signal, primary screen, N-linked glycosylation inhibitor project, D54 ERlucT cells, luminescence, set 2. D54 ERlucT glycosylation luciferase reporter, 24 h; percent of 100 nM tunicamycin response. reporter increase, % at 12.5 µM. 0.23% of 360,000 active. AID 588692, 2011;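 active = mean luciferase reporter signal, scaled so untreated is 0 and the glycosylation-blocking control 100, at or above a set limit in every replicate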;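 also: luciferase carries N-glycosylation sites so blocking glycosylation raises the light; 0% = median of neutral control wells and 100% = median of 100 nM tunicamycin wells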
Vif inh: HIV Vif self-association inhibitors, primary screen, imaging, HEK293T, single point; 0.35% of 340,000 active; HEK293T cells, Vif self-association by quenched fluorescence, 24 h; AID 602346, 2012; inhibition, % at 7.49 µM; in the data active = inhibition above about 50%, passing the limit was not always enough; also: some results filed as inactive read as strong as hits
CaV13 ICDI inh: Disruptors of the CACNA1D IQ motif to Ca2+-dependent inactivation inhibitor domain association, primary screening, Förster resonance energy transfer in intact living … | HEK cells, CFP/YFP FRET ICDI-IQ, plate reader, 10 min; percent FRET-ratio fall versus neutral wells | inhibition, % at 12.3 µM | 0.098% of 340,000 active;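 active = mean replicate inhibition of at least 30% and at least 1% of replicates passing that level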;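 also: 0% = median of the neutral control wells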
m5-HT2A agonist: mouse Htr2a agonists via beta-arrestin recruitment, primary screen, cell-based, luminescence; 5-hydroxytryptamine receptor 2A (Mus musculus), P35363; CHO-K1 mHTR2A beta-arrestin complementation; percent of 30 µM serotonin response; activation, % at 7.6 µM; 0.66% of 360,000 active; AID 624169, 2012;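 active = activation above a run cutoff, the mean activation of all tested compounds plus 3 SD, cut at about 14% in these data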;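 also: 0% = plate median of compound wells and 100% = 30 µM serotonin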
Target sequence (P35363 whole entry, looked up): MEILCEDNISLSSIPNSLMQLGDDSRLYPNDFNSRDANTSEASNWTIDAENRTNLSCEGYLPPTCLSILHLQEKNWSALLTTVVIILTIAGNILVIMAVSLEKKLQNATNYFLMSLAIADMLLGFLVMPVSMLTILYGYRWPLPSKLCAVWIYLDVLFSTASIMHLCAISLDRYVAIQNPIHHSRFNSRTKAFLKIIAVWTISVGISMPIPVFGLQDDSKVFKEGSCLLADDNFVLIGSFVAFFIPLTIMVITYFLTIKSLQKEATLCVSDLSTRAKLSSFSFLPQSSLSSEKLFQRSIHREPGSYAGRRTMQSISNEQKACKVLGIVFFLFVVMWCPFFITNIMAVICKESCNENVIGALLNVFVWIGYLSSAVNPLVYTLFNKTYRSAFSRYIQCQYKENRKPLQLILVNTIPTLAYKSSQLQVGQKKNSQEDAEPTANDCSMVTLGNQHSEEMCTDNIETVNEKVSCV
aDG glyco act: activators of alpha-DG glycosylation, primary screen, uHTS, Pro5-aDG cells, AlphaScreen; alpha-DG glycosylation AlphaScreen (IIH6); 0% Pro5, 100% B10-LARGE cell signal; activation, % at 10 µM; 0.22% of 360,000 active;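 active = activation of at least 8% versus controls, or a plate z-score of at least 8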;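 also: Pro5 are CHO cells carrying HIG-tagged alpha-DG that lacks glycosylation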
ABCB6 inh 2: ABCB6 transporter inhibitors, primary screen, K562-ABCB6 cells, flow cytometry, MLPCN library. K562-ABCB6 porphyrin accumulation, 1 h; active compounds read low. fluorescence ratio to DMSO, % at 10 µM. AID 602162, 2011. 0.19% of 360,000 active;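 active = fluorescence ratio to DMSO below 75%, the collection mean minus 3 SD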;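 also: signal is porphyrin accumulated inside mitochondria; 100% equals median channel fluorescence of DMSO control wells; lower ratio means ABCB6 inhibition with less porphyrin fluorescence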
Cardio protect: cardioprotection against H2O2-induced cell death, primary screen, uHTS, H9c2 cells, ATPLite luminescence; protection from H2O2 cell death, % at 20 µM; 0.63% of 360,000 active; AID 588492, 2011; H9c2 cardiomyocytes, H2O2 injury protection, 2 h;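 active = compounds giving at least 50% protection of heart cells from peroxide-induced death in the single-dose screen, raw or plate-pattern-corrected value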;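 also: 0% = DMSO wells with peroxide and 100% = DMSO wells without peroxide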
MC4R barr agon: MC4R agonists recruiting beta-arrestin, primary screen, cell-based, luminescence, agonist arm of biased-ligand search. 0.98% of 360,000 active. activation, % at 8.9 µM. U2OS MC4R beta-arrestin complementation; percent of melanotan II response, DMSO zero;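 active = activation above a per-plate cutoff, the mean activation of sample wells on that plate plus 3 SD, cut at about 8% in these data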
* marks the source's active call; other numbers are inactive results; x = no result given.

compound | PDI inh | MC4R antag cAMP | N-glyco inh | Vif inh | CaV13 ICDI inh | m5-HT2A agonist | aDG glyco act | ABCB6 inh 2 | Cardio protect | MC4R barr agon
O=C1c2nccnc2C(=O)N1c1ccc(C(F)(F)F)cc1 | -2.2 | -8.9 | 0.1 | 2.2 | -2.7 | 2.8 | -0.4 | 94.0 | -0.3 | -1.1
Cc1cccc(NC(=O)c2cc(NC(=O)C3CC=CCC3C(=O)O)ccc2N2CCOCC2)c1 (stereo not drawn) | -2.1 | 8.9 | 0.3 | -2.4 | -8.6 | 4.4 | -0.2 | 102.0 | 3.3 | -0.6
Cc1ccc(S(=O)(=O)N2C[C@@H](C)[C@]3(C2)[C@H](O)[C@H](OC(=O)NC2CC2)C[C@H]2C(=O)N(c4ccccc4)C(=O)[C@H]23)cc1 | -0.8 | 11.4 | 1.6 | -1.0 | -5.7 | 3.8 | 0.0 | 100.0 | -5.4 | 1.1
O=C(CCN1C(=O)c2ccccc2C1=O)Nc1ccc(S(=O)(=O)NC2=NCCCCC2)cc1 | 4.2 | 6.9 | -5.8 | -3.6 | -4.2 | 0.0 | -0.2 | 104.0 | 8.4 | -1.2
COCCC(=O)N1CCC(Oc2ccc(C(=O)NCCC3=CCCCC3)cc2)CC1 | 6.8 | 7.4 | -4.1 | 0.5 | -3.7 | 3.9 | -0.3 | 96.0 | -1.3 | -1.4
CC(C)Oc1ccc(CNC(=S)Nc2ccccc2)cc1Cl | 12.4 | 3.5 | -0.2 | 3.2 | -2.5 | -0.3 | 0.1 | 97.0 | -8.6 | 0.1
Nc1ccc(-c2nc3cc(N)ccc3o2)cc1 | 21.5 | 4.4 | -10.4 | 3.5 | -3.1 | -1.5 | -0.1 | 97.0 | -12.4 | 0.5
CC(=O)Nc1ccc(S(=O)(=O)N2CCC(C(=O)NCCC(=O)Nc3ccccc3)CC2)cc1 | 1.8 | -1.2 | 0.3 | 0.2 | -2.5 | -1.7 | -0.1 | 104.0 | -3.3 | 2.2
O=C(O)C/C=C(\NC(=O)OCc1ccccc1)C(=O)OCc1ccccc1 | 16.1 | 4.5 | 2.9 | 6.6 | -16.5 | -1.0 | -0.3 | 97.0 | 0.3 | -1.4
CC1(C)N=C(N)N=C(N)N1c1cccc(C(=O)O)c1 | -2.1 | 8.9 | 0.7 | 10.9 | -5.4 | 1.0 | -0.1 | 96.0 | -2.7 | -0.2
COc1ccc(NC(=O)CNC(=O)Cc2cccc3ccccc23)c(OC)c1 | -5.2 | -0.9 | 0.5 | 11.5 | -7.0 | -3.9 | 0.0 | 103.0 | 1.1 | -0.4
Cc1ccccc1-c1nnn(CC(=O)Nc2cccc(S(N)(=O)=O)c2)n1 | -2.7 | 7.4 | 3.7 | 9.9 | 1.3 | 1.3 | -0.2 | 101.0 | -1.5 | 0.8
CCOC(=O)C1(C)CCCN1C(=O)c1cccc(F)c1 (stereo not drawn) | -2.8 | 2.3 | 0.7 | 3.3 | -10.2 | 2.8 | -0.1 | 98.0 | 6.0 | -1.3
Cc1c(C(=O)Nc2c(F)cc(F)cc2Br)sc2ncn(CC(=O)N3CCCC3)c(=O)c12 | 18.5 | 2.6 | -1.4 | -6.4 | -5.4 | 2.6 | -0.1 | 97.0 | 4.9 | -1.3
Cc1ccc(S(=O)(=O)N2CCC(C(=O)N/N=C/c3cccnc3)CC2)cc1 | -2.0 | 13.8 | -3.9 | 5.4 | -4.8 | -1.2 | -0.1 | 101.0 | 0.5 | -0.7
CCOc1ccc(NC(=O)COc2ccc(N3CC(C(N)=O)CC3=O)cc2)cc1 (stereo not drawn) | 0.9 | -0.8 | 2.4 | 7.6 | -6.3 | 5.9 | -0.1 | 99.0 | -3.1 | -1.0
O=C(CCNC(=O)c1ccccc1Cl)Nc1cc(C(F)(F)F)ccc1Cl | 12.9 | 4.7 | 0.6 | 6.4 | -2.6 | -0.2 | 0.0 | 100.0 | -0.9 | -2.1
Cc1ccc(CCNC(=O)C23CN(Cc4ccccc4)CC2C(c2cccc([N+](=O)[O-])c2)=NO3)cc1 (stereo not drawn) | 15.1 | 2.3 | -4.0 | 1.5 | -11.7 | 0.4 | -0.1 | 93.0 | -0.6 | -1.5
CCCCCCOc1ccc(C(=O)n2cnc(N)n2)cc1 | 0.5 | 14.3 | -0.2 | 6.4 | -3.8 | 1.3 | -0.1 | 99.0 | -6.3 | -0.9
O=C(COC(=O)c1ccc(Br)o1)NCc1ccccc1Cl | -7.8 | 7.9 | -1.0 | 5.1 | -4.9 | 0.1 | 0.0 | 96.0 | -3.7 | -0.2
O=C(CSc1ccc2ccccc2n1)NCCC1=CCCCC1 | 3.8 | 1.0 | -8.6 | 1.9 | -18.1 | -5.4 | -0.1 | 101.0 | -2.0 | -0.3
Cc1ccc(NC(=O)/C=C/c2ccc([N+](=O)[O-])s2)c(C)c1 | 0.1 | 8.8 | -19.1 | x | -15.9 | -4.5 | -0.4 | 111.0 | 11.9 | -0.1
COc1ccc(NC(=O)CN(C)C(=O)c2ccc3c(c2)S(=O)(=O)N=C2CCCCCN23)cc1 | -3.4 | 5.7 | 3.9 | 11.2 | -2.7 | 9.4 | 0.5 | 100.0 | 1.1 | -1.6
CN(C)c1ccc(/C=C/C(=O)c2cccc(Br)c2)cc1 | 7.4 | 7.3 | 16.5 | 5.5 | 2.1 | -3.0 | -0.5 | 100.0 | -14.4 | 0.6
C#CCN(C(=O)c1ccc(OC)c(OC2CCN(C(C)C)CC2)c1)C1CCCCC1 | -1.9 | 7.8 | 0.5 | -5.7 | -6.5 | -6.1 | 0.2 | 96.0 | 2.9 | -3.7

More entries follow:
compound | PDI inh | MC4R antag cAMP | N-glyco inh | Vif inh | CaV13 ICDI inh | m5-HT2A agonist | aDG glyco act | ABCB6 inh 2 | Cardio protect | MC4R barr agon
COc1ccc(CN(CC(=O)NCC2CCCO2)C(=O)CCC(=O)Nc2cc(C)ccn2)cc1 (stereo not drawn) | -0.2 | 2.6 | -5.7 | 6.8 | -0.8 | 1.6 | 0.1 | 100.0 | 0.8 | -1.8
CN(C)c1nc(N)nc(Nc2ccccc2C#N)n1 | -0.4 | 0.7 | 1.3 | 14.3 | -0.9 | 0.4 | 0.0 | 98.0 | 2.1 | 0.2
Cc1nc(C)c(-c2csc(Nc3ccc(C(=O)O)c(O)c3)n2)s1 | -3.6 | -0.4 | 0.1 | 4.7 | -5.4 | -0.1 | -0.2 | 91.0 | -0.6 | -0.4
Cc1cc(-c2nc3ncccc3o2)ccc1N | 4.1 | 19.4 | 6.1 | 32.3 | -4.1 | -0.9 | -0.4 | 97.0 | -10.6 | 1.4
CCc1cc2c(CN(C)Cc3ccccc3F)cc(=O)oc2cc1O | -0.3 | 2.4 | -7.1 | 2.8 | -7.2 | -5.5 | 0.1 | 91.0 | -9.5 | 5.1
CCOn1c(=O)c(-c2ccc(Br)cc2)[n+]([O-])c2ccccc21 | -1.3 | -8.1 | -0.7 | -1.8 | -11.7 | 2.7 | 0.0 | 99.0 | -1.5 | -1.3
COc1ccc(CNC(=O)C(=O)NCC2CCCN2S(=O)(=O)c2ccccc2)cc1 (stereo not drawn) | -1.9 | 15.4 | -3.3 | -3.7 | -4.9 | -9.4 | -0.1 | 94.0 | -0.2 | -2.9
COc1ccc(C)cc1S(=O)(=O)N1CCCC(N2CCN(c3ccccc3)CC2)C1 (stereo not drawn) | 0.0 | 0.7 | -2.4 | -10.9 | -11.4 | -8.2 | 0.4 | 164.0 | -7.4 | -2.1
CC(=O)c1ccc(-c2cnc3c(NC=O)cc(-c4ccc(N5CCN(C)CC5)cc4)cn23)cc1 | -1.4 | -4.9 | -10.0 | 4.8 | -7.5 | -2.5 | 0.0 | 96.0 | 15.1 | -1.7
Cc1nn(C)cc1C(=O)Nc1ccc2c(c1)OCCO2 | 9.1 | 2.7 | -7.9 | -4.5 | -3.2 | -2.8 | -0.1 | 100.0 | 4.6 | -1.0
Cc1ccccc1N1C(=O)c2cccc3cccc(c23)C1=O | -7.9 | -13.9 | 2.6 | -2.6 | 4.5 | -2.0 | 0.0 | 99.0 | -0.9 | -1.3
CN1C(=O)[C@H]2[C@@H](C3CC3)N3C(=O)CN(CCO)C(=O)[C@@]3(Cc3ccccc3)[C@H]2C1=O | -21.9 | -2.2 | -0.9 | 11.3 | -10.4 | 4.1 | 0.4 | 97.0 | 0.8 | -1.5
O=C(Cc1sc(-c2ccccc2Cl)nc1-c1ccccc1)Nc1ccccc1 | -3.2 | 12.5 | 0.1 | -4.3 | -5.3 | -5.1 | -0.3 | 109.0 | 9.7 | 1.2
O=C1CCC(=O)N1c1nc2nc(-c3ccccc3)cc(-c3ccccc3)n2n1 | 33.3* | 11.3 | 1.6 | 19.1 | -5.3 | 6.1 | 0.2 | 94.0 | 24.2 | -1.2
CC1(C)CC(=O)C=C(Nc2ccc3c(c2)OCCO3)C1 | 10.8 | -5.2 | -1.7 | -1.2 | -6.8 | -4.7 | 0.0 | 100.0 | 13.4 | -0.4
CC(=O)C1=C(C)NC(=S)NC1c1cccc([N+](=O)[O-])c1 (stereo not drawn) | 3.9 | 3.0 | 1.0 | 4.9 | -2.6 | 0.0 | 0.1 | 102.0 | 1.9 | -1.1
C=CCC(NC(=O)Cc1ccccc1)C(=O)NCCC (stereo not drawn) | -2.6 | 0.0 | 3.7 | 27.0 | -8.6 | -2.6 | 0.1 | 96.0 | 4.3 | -0.9
COc1ccc2nc(NC(=O)NC3CCCCC3)sc2c1 | 1.6 | 7.0 | -0.1 | 10.0 | -6.6 | -6.9 | 0.2 | 96.0 | -6.2 | 0.7
Cc1cc(C)n2cc(CSc3nc4ccccc4s3)nc2n1 | 7.6 | -5.3 | -1.2 | 3.5 | -6.9 | -0.3 | 0.0 | 100.0 | -5.0 | -0.5
C/C(Cc1ccccc1)=N\NC(=O)CNC(=O)c1ccc2c(c1)OCCO2 | -1.4 | 16.5 | 1.7 | 2.0 | -3.7 | 3.2 | -0.1 | 114.0 | 1.3 | 2.2

Some of these compounds in order of their number in aDG glyco act, low to high:
compound	PDI inh	MC4R antag cAMP	N-glyco inh	Vif inh	CaV13 ICDI inh	m5-HT2A agonist	aDG glyco act	ABCB6 inh 2	MC4R barr agon
CN(C)c1nc(N)nc(Nc2ccccc2C#N)n1	-0.4	0.7	1.3	14.3	-0.9	0.4	0.0	98.0	0.2
COc1ccc2nc(NC(=O)NC3CCCCC3)sc2c1	1.6	7.0	-0.1	10.0	-6.6	-6.9	0.2	96.0	0.7
COc1ccc(C)cc1S(=O)(=O)N1CCCC(N2CCN(c3ccccc3)CC2)C1 (stereo not drawn)	0.0	0.7	-2.4	-10.9	-11.4	-8.2	0.4	164.0	-2.1
